IDE inh: cellular human IDE inhibition. inhibition, % at 5.59 µM. HEK cells, FAbetaB cleavage, fluorescence polarization. P14735. actives 0.41% (n = 320,000). AID 434962;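 active = percent inhibition above the average of all tested compounds plus 3 SD, set per screening campaign, cut at about 16% in these data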;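 note: IDE supplied by intact live HEK cells; FP after avidin binding of uncleaved biotin substrate so inhibition keeps polarization high; 0% = DMSO wells and 100% = 60 µM reference IDE inhibitor Ii1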
Target sequence (P14735 whole entry, looked up): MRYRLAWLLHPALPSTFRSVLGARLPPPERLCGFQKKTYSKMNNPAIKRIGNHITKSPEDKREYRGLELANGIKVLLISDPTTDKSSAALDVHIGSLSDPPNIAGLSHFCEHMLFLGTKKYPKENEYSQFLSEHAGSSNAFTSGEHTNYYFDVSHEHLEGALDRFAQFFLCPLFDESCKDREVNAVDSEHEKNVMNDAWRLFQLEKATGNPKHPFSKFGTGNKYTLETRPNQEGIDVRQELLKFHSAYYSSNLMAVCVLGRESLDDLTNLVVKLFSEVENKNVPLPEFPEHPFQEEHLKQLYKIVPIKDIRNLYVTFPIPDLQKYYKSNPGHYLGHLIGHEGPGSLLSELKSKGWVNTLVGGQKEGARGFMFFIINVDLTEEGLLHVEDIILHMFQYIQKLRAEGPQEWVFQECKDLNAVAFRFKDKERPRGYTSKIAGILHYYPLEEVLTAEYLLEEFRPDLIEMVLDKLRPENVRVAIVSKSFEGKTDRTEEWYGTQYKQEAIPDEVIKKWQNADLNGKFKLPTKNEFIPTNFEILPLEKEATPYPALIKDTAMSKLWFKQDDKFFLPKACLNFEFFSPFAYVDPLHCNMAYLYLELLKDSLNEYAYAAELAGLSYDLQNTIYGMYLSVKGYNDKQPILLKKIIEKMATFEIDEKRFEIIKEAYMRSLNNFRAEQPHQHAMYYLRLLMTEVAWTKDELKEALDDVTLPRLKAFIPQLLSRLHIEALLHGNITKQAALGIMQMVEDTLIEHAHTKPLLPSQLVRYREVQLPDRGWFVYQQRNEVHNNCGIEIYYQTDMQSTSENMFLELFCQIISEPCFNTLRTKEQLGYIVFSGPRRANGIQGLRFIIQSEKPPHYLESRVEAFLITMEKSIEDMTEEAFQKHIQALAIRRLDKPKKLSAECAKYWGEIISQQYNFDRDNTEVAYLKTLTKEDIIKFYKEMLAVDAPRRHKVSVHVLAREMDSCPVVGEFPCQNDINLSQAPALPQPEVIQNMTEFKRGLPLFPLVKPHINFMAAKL
NS3 helicase inh: blocks Hepatitis C virus NS3 helicase unwinding; inhibition, % at 10.9 µM; actives 0.56% (n = 290,000); NS3 helicase DNA unwinding, Cy5 molecular beacon fluorescence;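 active = inhibition above the mean of all tested compounds plus 3 SD, set per campaign, cut at about 35% in these data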;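 note: 0% = DMSO wells and 100% = thioflavine S control wells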
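Assay system: hepatitis C virus NS3 helicase domain fragment enzyme. Also added: annealed dual-labelled DNA beacon duplex, ATP-started. Timing: 1 h reaction at 25 °C, ATP-initiated. Technique: Cy5 fluorescence at 0 and 60 min, beacon hairpin quenching. Evaluation: % inhibition of unwinding. Replication: one well per compound.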
VIM-2 inh: blocks Pseudomonas aeruginosa VIM-2 metallo-beta-lactamase. purified VIM-2, nitrocefin hydrolysis, epi-absorbance fluorescence. inhibition, % at 5.6 µM. actives 0.89% (n = 290,000). AID 1527;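 active = inhibition above the mean of all tested compounds plus 3 SD, cutoff set per screening run, cut at about 7.5% in these data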;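 note: red hydrolysis product quenches plate fluorescence so inhibitors raise well fluorescence; 0% = enzyme with DMSO and 100% = DMSO without enzyme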
IMP-1 inh: blocks Pseudomonas aeruginosa IMP-1 metallo-beta-lactamase; purified IMP-1, nitrocefin hydrolysis, epi-absorbance fluorescence; inhibition, % at 5.6 µM; actives 0.45% (n = 290,000); AID 1556;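 active = inhibition above the mean plus 3 SD of all compounds in the same screening run, cut at about 4.5% in these data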;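 note: 0% = IMP-1 with DMSO and 100% = DMSO wells lacking enzyme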
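system = purified recombinant IMP-1 beta-lactamase | amount = 0.2 nM IMP-1, as dispensed | medium = HEPES buffer pH 7.1 with ZnSO4 and Brij 35 | times = 25 °C, 15 min preincubation, 25 min reaction | detection = plate fluorescence quenching by hydrolysis product, ex 480/em 530 nm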
M18AAP inhibitor: PfM18AAP enzyme inhibition. recombinant PfM18AAP, H-Glu-NHMec fluorogenic cleavage. actives 1.2% (n = 290,000). inhibition, % at 7.35 µM;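 active = inhibition above the campaign mean inhibition over all tested compounds plus 3 SD, cut at about 28% in these data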;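 note: 0% = plate median of test compound wells and 100% = 2 mM ZnCl2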
IDE cell activ: boosts human insulin-degrading enzyme activity in HEK cells. FAbeta-B cleavage, fluorescence polarization; 0% vehicle, 100% cell-free pure enzyme wells. activation, % at 5.96 µM. P14735. actives 0.073% (n = 340,000);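 active = activation above the mean of all tested compounds plus 3 SD, set per screening campaign, cut at about 17% in these data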
SUMO HTRF inh: SUMOylation inhibition | P63279 | HTRF SUMOylation assay, SAE1/SAE2 + UBC9, in vitro | inhibition, % at 35 µM | actives 0.36% (n = 290,000); in the data active = inhibition above about 50%, passing the limit was not always enough; note: strong numbers were not always called active
p-CIP stab down: p/CIP protein destabilization; Q05BA5; F442A p/CIP-EGFP cells, EGFP fluorescence, 16 h; decrease of EGFP signal, % at 10 µM; actives 0.01% (n = 290,000);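 active = EGFP signal decrease of at least 30% at 10 µM or well 3 SD below plate mean, unless failing retest; inactive = the rest, including hits failing retest or dose response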; note: some compounds called inactive have numbers as strong as hits; many of its hits are not listed in these tables
FID counter: counter-screen for HCV NS3 helicase inhibitors: DNA intercalator displacement; DNA fluorescent intercalator displacement, fluorescence; inhibition, % at 7.9 µM; actives 0.17% (n = 290,000); AID 1845; in the data active = inhibition above about 37%;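 note: 0% = vehicle and 100% = reference compound; higher means more ethidium bromide displaced from hairpin DNA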
* = called active by the depositor; . = no result given. Compounds as they come; any-hit rate near 3.6%.

SMILES	IDE inh	NS3 helicase inh	VIM-2 inh	IMP-1 inh	M18AAP inhibitor	IDE cell activ	SUMO HTRF inh	p-CIP stab down	FID counter
COc1ccc(N=Cc2nc(-c3ccccc3)oc2OC(C)=O)cc1	1	0	-0.8	-1.3	4	-3	20	-4	3
COc1ccc(Br)cc1/C=N/NC(=O)CNC(=O)/C=C/c1ccccc1	-3	-8	-3.9	-4.4	-1	2	38	-18	-8
Cc1ccc(-c2nc(-c3ccccc3)no2)c(Cl)c1	0	-2	-2.9	-5.5	3	8	-16	4	-2
COc1ccccc1Nc1nc(N)nc(CSC(=S)N2CCC(C)CC2)n1	2	-29	-1.8	-1.7	0	8	-20	-8	-18
O=C(CCC(=O)OCC(=O)c1ccccc1)NC1CCCCC1	2	0	-1.9	-3.6	3	-2	9	-10	-4
O=C(CN1CCN(S(=O)(=O)/C=C/c2ccccc2)CC1)NCC(F)(F)F	3	-2	-3.4	-5.5	0	0	-7	-9	-14
Cc1cccc(C(=O)N2CCN(S(=O)(=O)N3CCCCCC3)CC2)c1	5	-6	-3.4	-3.6	-1	4	0	-5	-28
COc1ccc(/C=C2/C(=O)N(c3ccccc3)N=C2C)cc1Br	-7	-2	-3.5	-2.1	16	-5	32	3	-4
O=[N+]([O-])c1ccc(Sc2cccc[n+]2[O-])c2nonc12	.	14	-2.3	-0.6	13	-38	66*	-77	1
Cc1cc(=O)[nH]c(SCC(=O)N2CCN(S(=O)(=O)c3ccccc3)C2)n1	2	14	-1.4	-2.5	-6	3	-6	15	-3
O=C(c1ccc(F)cc1)N1CCN(c2ccc([N+](=O)[O-])cc2-n2cccc2)CC1	-4	-9	-1.6	-4.1	2	.	-2	-8	-16
Cc1scc(C(=O)N/N=C/c2ccc([N+](=O)[O-])o2)c1C	6	43*	-2.8	-4.4	18	-6	-2	-11	-26
CC1Sc2ccc(S(=O)(=O)CCC(=O)Nc3ccc(C(C)C)cc3)cc2NC1=O (configuration not stated)	1	1	-1.9	-2.3	5	0	2	-4	-34
COc1ccccc1NC(=O)c1ccc2nsnc2c1	4	8	-0.7	-4.2	2	-1	-5	-2	-2
Cc1cccc(NCc2nc(SCC(=O)Nc3ccccc3Br)n[nH]2)c1	0	-2	-1.9	-4.2	-8	6	7	1	-15
N#CC1=C(N)Oc2c(oc(CO)cc2=O)C1c1cccs1 (configuration not stated)	3	4	-1.3	-4.1	7	0	-15	0	6
CCN(CC)CCN1C(=O)C2C(C(=O)Nc3ccc(C(C)C)cc3)C3C=CC2(O3)C1C(=O)NC1CCCCC1 (configuration not stated)	3	-6	-5.3	-3.4	-1	4	-2	-3	9
C=CCOC(=O)c1sc(NC(=O)c2ccco2)nc1C	-3	-3	-3.3	-0.8	5	6	20	-5	1
Cc1ccc(COn2c(-c3ccc(Cl)cc3Cl)nc3ncccc32)cc1	-4	0	-3.1	-4.8	-5	2	12	2	-32
CCc1ccc(N2C(=O)C3ON(c4ccccc4)C(c4ccco4)C3C2=O)cc1 (configuration not stated)	-2	-12	1.0	0.9	5	5	14	1	-21
OC(c1ccc2c(c1)OCO2)c1nccc2ccccc12 (configuration not stated)	3	-15	-1.6	-1.2	4	0	-12	-8	-2
O=C(/C=C\c1ccccc1)NCC(=O)N/N=C/c1ccc(O)cc1O	-6	1	-0.8	-0.7	14	2	.	-12	-1
Cc1nnc(N/N=C/c2ccc([N+](=O)[O-])cc2)n1N	1	-3	-5.7	-5.8	15	7	9	14	-1
Cc1nc2c(C(=O)N3CCN(C)CC3)cnn2c(C)c1Cc1ccc(Cl)cc1	6	-6	0.0	-0.8	3	6	34	-9	2
CCSc1nc(-c2ccccc2)nc(C(Cl)Cl)n1	4	-3	-2.8	-3.1	-3	5	-21	-5	4
COc1ccccc1N(CC(=O)NCCC1=CCCCC1)S(=O)(=O)c1ccccc1	1	3	-2.5	-3.6	1	3	-9	-27	-32
Cc1ccc(C)c(NC(=O)c2cc[n+](C)cc2)c1	5	8	-1.2	-2.7	3	2	-1	-14	0
Cc1cc(Cl)n2nc(C)c(-c3ccc(Cl)cc3)c2n1	2	-4	-5.0	-1.6	-2	4	6	6	7
O=C(Nc1ccc(S(=O)(=O)Nc2nccs2)cc1)c1nn(-c2ccc(F)cc2)ccc1=O	-2	9	-2.5	-3.0	2	4	21	-5	-19
O=C(CCC1COc2ccccc2O1)N1CCCC1 (configuration not stated)	3	-6	-2.0	-3.5	1	-4	-4	-9	-1
COc1cc(/C=N/NC(=O)C(=O)NCc2ccco2)cc(Cl)c1O	-5	0	-1.8	-2.9	-6	8	31	-10	-6
O=C(N/N=C/C=C/c1ccco1)c1cccc([N+](=O)[O-])c1	3	-1	-0.9	-1.9	4	-6	39	-10	0
O=c1[nH]c2cccc(Cl)c2n(CCNc2ncc(C(F)(F)F)cc2Cl)c1=O	-3	2	0.2	-2.0	-6	0	22	-5	-8
N#Cc1ncn(-c2ccc(Oc3ccccc3)cc2)c1N	11	5	-2.1	-2.4	-4	2	11	-5	-8
CCOc1ccccc1NC(=O)c1ccc2nccnc2c1	7	-4	-1.5	-0.8	-1	-1	12	-9	-4
Cc1ccc(N2CC(C(=O)NCc3ccccn3)CC2=O)cc1 (configuration not stated)	-3	3	-2.0	-2.7	6	8	7	1	-1
COC(=O)Cn1cnc2ccccc2c1=O	-2	3	-2.1	-3.4	-4	-3	12	-14	-4
O=C(CCN1C(=O)c2ccc([N+](=O)[O-])cc2C1=O)Nc1cccc(O)c1	7	-6	-1.4	0.2	3	-1	16	-4	2
Cc1cccc(N2CCN(C(=S)Nc3ccc4nc(N5CCN(C)CC5)cc(C)c4c3)CC2C)c1 (configuration not stated)	-11	-55	0.1	3.1	6	30*	5	9	47*
COc1ccc(NC2CS(=O)(=O)CC2NCc2ccco2)cc1 (configuration not stated)	1	11	-3.4	-2.2	8	-4	4	1	-12
Cc1nc2ccccc2n1CCOc1ccc([N+](=O)[O-])cc1	3	8	0.4	-2.5	-6	4	1	-12	8
COc1ccc(N(CC(=O)Nc2cccc(N(C)S(C)(=O)=O)c2)S(=O)(=O)c2ccccc2)cc1Cl	2	-13	0.7	0.4	-8	10	2	-7	-24
Cc1ccc2c(c1)N(CCC(=O)NC(C)C)C(=O)CO2	1	1	-0.7	-2.2	-2	-1	5	-6	1
COc1ccc(-c2nc(C(N)=O)c3[nH]c(=O)n(-c4ccccc4OC)c3n2)c(OC)c1	-3	8	-3.7	-4.8	4	4	-3	-8	-29
CN(C)S(=O)(=O)c1ccccc1N=C=S	.	-5	0.0	-2.4	9	3	12	-1	1
CCOC(=O)CNC(=O)c1cn(CC)c(=O)c2cc(OC)c(OC)cc12	6	1	-0.1	-1.5	-6	1	4	11	-2
O=C(NCCc1cccc(Cl)c1)c1cc2ccccc2oc1=O	0	12	0.4	0.4	0	1	0	4	-6
CC(=O)N1CCN(S(=O)(=O)c2c(F)cc(F)c(Cl)c2F)CC1	-2	-5	0.0	-0.7	-2	5	11	-4	-5
COc1ccc(OCC(=O)NNC(=O)C(=O)N2CCCC2)cc1	6	-3	-4.3	-4.7	2	6	8	1	2
Cc1ccc2c(c1)CC1(CN2C)C(=O)OC(C)(C)OC1=O	.	0	-3.0	-5.3	2	4	24	-1	-3
O=C(COc1nc2ccccc2nc1N1CCOCC1)N1CCc2ccccc21	.	-2	-0.4	3.2	6	2	-5	2	-4
Cc1ccc(S/C=C\C(=O)c2ccccc2)cc1	4	-7	-1.2	-0.2	2	-2	4	-4	-2
NC(=O)c1ccc(C(F)(F)F)n(Cc2ccc(Cl)cc2)c1=O	11	-2	-1.9	-3.1	2	-1	0	-4	-6
CN(C)c1ccc(/C=C(/C#N)C(=O)NCc2ccccc2)o1	97*	3	-1.3	-2.5	10	-126	-10	-57	3
COCCn1c(SCC(=O)Nc2cc(C)on2)nnc1-c1ccco1	-5	0	-2.9	-0.2	5	5	11	-5	0
Cc1cccc2cc(CN(Cc3ccco3)C(=O)c3cccs3)c(=O)[nH]c12	5	3	0.4	-1.8	-10	2	7	-14	-13

14 of these compounds in a different format:
smiles,IDE inh,NS3 helicase inh,VIM-2 inh,IMP-1 inh,M18AAP inhibitor,IDE cell activ,SUMO HTRF inh,p-CIP stab down,FID counter
Cc1ccc2c(c1)N(CCC(=O)NC(C)C)C(=O)CO2,1,1,-0.7,-2.2,-2,-1,5,-6,1
COc1ccc(-c2nc(C(N)=O)c3[nH]c(=O)n(-c4ccccc4OC)c3n2)c(OC)c1,-3,8,-3.7,-4.8,4,4,-3,-8,-29
CN(C)S(=O)(=O)c1ccccc1N=C=S,.,-5,0.0,-2.4,9,3,12,-1,1
CCOC(=O)CNC(=O)c1cn(CC)c(=O)c2cc(OC)c(OC)cc12,6,1,-0.1,-1.5,-6,1,4,11,-2
O=C(NCCc1cccc(Cl)c1)c1cc2ccccc2oc1=O,0,12,0.4,0.4,0,1,0,4,-6
CC(=O)N1CCN(S(=O)(=O)c2c(F)cc(F)c(Cl)c2F)CC1,-2,-5,0.0,-0.7,-2,5,11,-4,-5
COc1ccc(OCC(=O)NNC(=O)C(=O)N2CCCC2)cc1,6,-3,-4.3,-4.7,2,6,8,1,2
Cc1ccc2c(c1)CC1(CN2C)C(=O)OC(C)(C)OC1=O,.,0,-3.0,-5.3,2,4,24,-1,-3
O=C(COc1nc2ccccc2nc1N1CCOCC1)N1CCc2ccccc21,.,-2,-0.4,3.2,6,2,-5,2,-4
Cc1ccc(S/C=C\C(=O)c2ccccc2)cc1,4,-7,-1.2,-0.2,2,-2,4,-4,-2
NC(=O)c1ccc(C(F)(F)F)n(Cc2ccc(Cl)cc2)c1=O,11,-2,-1.9,-3.1,2,-1,0,-4,-6
CN(C)c1ccc(/C=C(/C#N)C(=O)NCc2ccccc2)o1,97*,3,-1.3,-2.5,10,-126,-10,-57,3
COCCn1c(SCC(=O)Nc2cc(C)on2)nnc1-c1ccco1,-5,0,-2.9,-0.2,5,5,11,-5,0
Cc1cccc2cc(CN(Cc3ccco3)C(=O)c3cccs3)c(=O)[nH]c12,5,3,0.4,-1.8,-10,2,7,-14,-13

Screening results as filed in PubChem BioAssay.
